# HADH2 inh: qHTS Assay for Inhibitors of HADH2 (Hydroxyacyl-Coenzyme A Dehydrogenase, Type II) | 3-hydroxyacyl-CoA dehydrogenase type-2 (Homo sapiens), Q99714 | recombinant HADH2, NADH fluorescence, beta-hydroxybutyryl-CoA | Potency, µM (highest dose often 57.1 µM), for inactives: top-dose activity change, negative = inhibition, usual class: inhibitors | hit rate 3.4% among 73,000 | AID 886, 2007; also: potency is read from the fitted curve at half-maximal effect; % is scaled to controls: 0 for no effect and ±100 for the full control effect; nearly all actives have a fitted effect of over 60% in size; many of its hits are not listed in these tables
# Target sequence (Q99714 whole entry, looked up, one chain of several): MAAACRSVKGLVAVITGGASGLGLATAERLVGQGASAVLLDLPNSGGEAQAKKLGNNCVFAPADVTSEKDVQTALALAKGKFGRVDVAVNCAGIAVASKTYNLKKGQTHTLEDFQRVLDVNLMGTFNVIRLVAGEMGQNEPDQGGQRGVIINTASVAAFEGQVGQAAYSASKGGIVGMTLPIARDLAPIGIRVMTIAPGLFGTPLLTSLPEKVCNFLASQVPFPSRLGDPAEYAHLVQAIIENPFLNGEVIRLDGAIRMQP
#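 E. coli-expressed His-tagged HADH2 tested at 20 nM in alkaline Tris buffer (pH 9.0); oxidation of 90 uM beta-hydroxybutyryl-CoA with 1 mM NAD+ tracked fluorimetrically for 4 min.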
# HBB splice mod: qHTS Assay for Modulators of Hemoglobin Beta Chain Splicing. hit rate 0.06% among 65,000. AID 925, 2007. HBB splicing reporter cell assay, activation; EGFP reporter with mutant IVS2-654 intron; response scale: normalised to 500 nM splice-correcting PNA. Potency, µM (doses to about 46.1 µM), inactives show at the highest dose activation, most hits filed as activators; also: potency is read from the fitted curve at half-maximal effect; 0% is about no effect
#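 Compounds were applied for 2 days to HeLa EGFP-654 cells, 500/well in Optimem with 2% FCS. The reporter's EGFP is disrupted by mis-splicing of beta-globin intron IVS2-654. Readout: summed well GFP fluorescence from 488 nm laser scanning; reference was 500 nM antisense […] 654 PNA.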
# ERK AVP inh: qHTS Assay for Inhibitors of the ERK Signaling Pathway using a Homogeneous Screening Assay; HEK293-V1b, vasopressin-stimulated pERK AlphaScreen; Potency, µM (series often up to 57.5 µM), for the others: top-dose activity, negative = inhibition, hits mostly inhibitors; hit rate 0.99% among 72,000; AID 995, 2007; also: potency is read from the fitted curve at half-maximal effect; % is scaled to controls: 0 for no effect and ±100 for the full control effect; nearly all actives have a fitted effect of over 55% in size
#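 HEK293 cells stably expressing V1b receptor, preincubated 30 min at 37 °C with compound, then stimulated 5 min with 25 nM vasopressin. Phospho-ERK by AlphaScreen SureFire after 5 h RT; normalized to DMSO and vasopressin; AC50 by Hill fit.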
# ALOX15 inhib: qHTS Assay for Inhibitors of 15-hLO (15-human lipoxygenase). hit rate 1.4% among 74,000. Polyunsaturated fatty acid lipoxygenase ALOX15 (Homo sapiens), P16050. Potency, µM (series often up to 57.1 µM), without a hit: top-dose activity change, negative = inhibition, actives largely listed as inhibitors. purified 15hLO-1, xylenol orange hydroperoxide absorbance. AID 887, 2007; also: potency is read from the fitted curve at half-maximal effect; % is scaled to controls: 0 for no effect and ±100 for the full control effect; nearly all actives have a fitted effect of over 55% in size
#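 Purified human 15hLO-1 (40 nM final) in 25 mM Hepes pH 7.5, 0.01% Triton X-100 was preincubated with compound 15 min at room temperature, then reacted 6 min with 50 uM arachidonic acid; hydroperoxide detected by Fe-XO, 573/405 nm absorbance ratio.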
# GFP derepression: qHTS Assay for Epigenetic Modulators | mouse C127i GFP locus derepression, cytometry, 30 h | Potency, µM (series often up to 46.1 µM), for the others: top-dose GFP derepression (activation) | hit rate 0.09% among 68,000; also: % of control where 0% means no effect
#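 Derepression screen: silenced CMV-GFP reporter in murine C127i cells, 30 h compound incubation at 37 C, washed cells imaged by laser-scanning cytometer to enumerate GFP-expressing objects of 20 to 120 um.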
# FLuc inh: qHTS Assay for Inhibitors of Firefly Luciferase; purified firefly luciferase, luminescence, 8 min; Potency, µM (top dose mostly 57.1 µM), for inactives: at the top dose activity change, negative = inhibition, usual class: inhibitors; hit rate 2.2% among 72,000; also: potency is read from the fitted curve at half-maximal effect; % is scaled to controls: 0 for no effect and ±100 for the full control effect; nearly all actives have a fitted effect of over 40% in size
#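 Compounds were tested as concentration series (qHTS) against purified P. pyralis luciferase with luciferin and 10 uM ATP in 50 mM imidazole pH 7.2, 50 mM KCl, 7 mM MgCl2, 0.01% Tween 20, 0.05% BSA. Luminescence was read after 8 min at ambient temperature.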
# CRE Fsk mod: Cell signaling CRE-BLA (Fsk stim) | CHO CRE-bla reporter (cAMP response element driving beta-lactamase), forskolin EC10, beta-lactamase ratio | Potency, µM (titrated, usually from 38.2 µM), inactives show at the highest dose activity change, negative = inhibition, actives largely listed as activators | hit rate 2.5% among 71,000 | AID 662, 2007; active = well fitted activation curve with a large enough effect in the signal ratio, with a control signal flat, not every such curve was filed as active; inconclusive = small, poorly fitted or top-dose-only effect, or effect the other way, or a change in a side signal; the % refers to the signal ratio; also: potency is read from the fitted curve at half-maximal effect; % of control where 0% means no effect
#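 Reporter-gene assay: CHO cells with beta-lactamase behind cAMP responsive elements, co-treated with compound and EC10 NKH 477 for 3 hours at 37 degrees Celsius. Activity came from the 460/530 nm CCF4 emission ratio.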
# Hsp90 Hop PPI: qHTS Assay for Disrupters of an Hsp90 Co-Chaperone Interaction; Hsp90 C-terminal peptide / TPR2A (Hop) interaction, human; AlphaScreen TPR2A-His6 binding biotin-Hsp90 C-terminal peptide; Potency, µM (top dose mostly 57 µM), for inactives: top-dose activity change, negative = inhibition; hit rate 0.44% among 71,000; AID 595, 2007; active = well fitted curve in either direction with a large enough effect; inconclusive = small, poorly fitted or top-dose-only effect, or another doubt; also: potency is read from the fitted curve at half-maximal effect; % is scaled to controls: 0 for no effect and ±100 for the full control effect; many of its hits are not listed in these tables
# DNA Pol III inh: qHTS Assay for Inhibitors of DNA Polymerase III Holoenzyme System; reconstituted DNA polymerase III holoenzyme replication, biochemical; Potency, µM (top dose mostly 57.1 µM), without a hit: top-dose activity change, negative = inhibition; hit rate 0.25% among 71,000; also: potency is read from the fitted curve at half-maximal effect; % is scaled to controls: 0 for no effect and ±100 for the full control effect
#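 Reconstituted *E. coli* holoenzyme (0.35 nM Pol III, 1 nM beta, 154 nM SSB, 2 nM primase) was preincubated with compound for 15 min at RT. Synthesis on 1.4 nM ssM13Gori ran 35 min, then was stopped with PicoGreen/EDTA and read as dsDNA fluorescence.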
# UbGFP stabilizer: Ubiquitin-GFP Assay. 67,000 tested, under 10 active. Potency, µM (highest dose often 45.9 µM), for the others: at the highest dose activation (GFP accumulation), most hits filed as activators. Ubiquitin-GFP reporter cells, proteasome inhibition, GFP fluorescence; response scale: untreated = 0%, 10 µM MG-132 = 100%. AID 526, 2006; active = well fitted activation curve with a large enough effect, not every such curve was filed as active; inconclusive = small, poorly fitted or top-dose-only effect, or another doubt; inactive = no such curve, though single readings can be large or run the other way; also: potency is read from the fitted curve at half-maximal effect
#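 U2OS cells stably expressing ubiquitin(G76V)-GFP, seeded overnight in 0.5% FBS medium, were exposed to compounds (qHTS, 46 uM to 2.9 nM) for 4 hr at 37 °C. GFP-positive cells were counted by laser cytometry (488 ex/515 em), normalized between basal and 10 uM MG-132.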
# Tau fil binding: qHTS Assay for Tau Filament Binding; Potency, µM (series often up to 57.1 µM), without a hit: at the highest dose activity change, negative = inhibition; recombinant tau filaments, thioflavin S fluorescence, 15 h; filaments grown with octadecylsulfate alongside compound; Microtubule-associated protein tau (Homo sapiens), P10636; hit rate 2% among 71,000; AID 596, 2007;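 also: potency is read from the fitted curve at half-maximal effect; % is scaled to controls: 0 for no effect and ±100 for the full control effect; actives lower thioflavin S fluorescence by blocking filaments or displacing dye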
# Target sequence (P10636 whole entry, looked up): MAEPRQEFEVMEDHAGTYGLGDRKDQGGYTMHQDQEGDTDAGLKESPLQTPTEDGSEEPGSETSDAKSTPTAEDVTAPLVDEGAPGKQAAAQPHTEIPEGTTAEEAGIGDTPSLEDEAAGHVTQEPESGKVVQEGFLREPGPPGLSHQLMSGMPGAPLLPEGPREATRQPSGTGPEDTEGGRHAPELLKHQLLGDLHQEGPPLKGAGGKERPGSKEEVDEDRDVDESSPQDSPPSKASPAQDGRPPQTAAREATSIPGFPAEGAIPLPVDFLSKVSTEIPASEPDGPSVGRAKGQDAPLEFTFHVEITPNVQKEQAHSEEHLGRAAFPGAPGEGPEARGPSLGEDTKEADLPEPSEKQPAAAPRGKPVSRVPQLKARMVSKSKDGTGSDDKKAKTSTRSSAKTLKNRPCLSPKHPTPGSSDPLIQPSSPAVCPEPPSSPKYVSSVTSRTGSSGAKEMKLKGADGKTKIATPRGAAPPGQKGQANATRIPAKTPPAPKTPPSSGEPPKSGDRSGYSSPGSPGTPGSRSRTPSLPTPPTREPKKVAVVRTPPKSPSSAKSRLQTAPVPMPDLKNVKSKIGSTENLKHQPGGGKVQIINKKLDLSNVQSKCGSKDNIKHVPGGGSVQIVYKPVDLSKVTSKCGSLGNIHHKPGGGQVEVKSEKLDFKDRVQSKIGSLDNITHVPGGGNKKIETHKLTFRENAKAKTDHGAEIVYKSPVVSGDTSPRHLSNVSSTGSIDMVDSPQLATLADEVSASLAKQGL
#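 ThS-based fibril read: tau 1 uM final, inducer ODS 30 uM final, 37 C for 15 h, ex 450/em 510 nm.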
# Active calls of the source: *; i = inactive; ? = inconclusive; . = no result given; & = joins results of further samples; [ ] = remark or other dose. Unless noted, calls follow the shape of the dose curve; as a rule, active = well fitted curve in the direction sought with a large enough effect; inconclusive = small, poorly fitted or top-dose-only effect, or another doubt; inactive = no such curve, though single readings can be large; an effect the other way counts as inactive or inconclusive.
nr	Structure	HADH2 inh	HBB splice mod	ERK AVP inh	ALOX15 inhib	GFP derepression	FLuc inh	CRE Fsk mod	Hsp90 Hop PPI	DNA Pol III inh	UbGFP stabilizer	Tau fil binding
1	CC1CN(C(=O)c2cnn3c(C(F)F)cc(-c4ccccc4)nc23)CC(C)O1 (centres undefined)	-0.5%	.	-12.2%	-10.0%	2.6%	1.1%	?	9.6%	-1.2%	-2.3%	-10.1%
2	Cc1cccc(C)c1NS(=O)(=O)c1c(C)[nH]c(=O)[nH]c1=O	-2.2%	-1.8%	-10.3%	3.1%	-2.7%	1.2%	21.7%	1.3%	-5.7%	-5.2%	2.9%
3	COCCCNC(=O)CS(=O)Cc1nc(-c2cccc(OC)c2)oc1C (centres undefined)	-11.0%	0.2%	19.5%	8.0%	0.0%	0.4%	?	-1.0%	-1.4%	1.7%	2.6%
4	CCc1c(C(=O)Nc2ccc(OC)c(Cl)c2)[nH]c(C)c1C(C)=O	4.1%	-1.3%	17.1%	-8.7%	3.7%	-2.1%	-2.6%	-2.1%	2.2%	11.4%	74.7%
5	O=C(CCCC(=O)N1CCN(c2ccccc2F)CC1)N1CCN(c2ccccc2F)CC1	-0.4%	0.2%	5.0%	-6.8%	-1.0%	-1.6%	1.0%	-2.1%	-0.7%	-14.3%	-9.4%
6	COc1ccc(C2NC(=O)NC3=C2CCc2ccccc23)cc1 (centres undefined)	?	1.8%[57.5 µM]	4.7%	-25.8%	1.6%	4.4%	-0.9%	1.5%	-5.1%	-1.9%	-8.0%
7	CC(=O)Nc1ccc(S(=O)(=O)NCCc2cc3c(C)ccc(C)c3[nH]c2=O)cc1	-10.3%	0.7%	.	3.5%	.	0.9%	?	2.1%	-3.2%	10.6%	3.1%
8	CCOC(=O)N1CCN(C2=CC(=O)OC23CCCCC3)CC1	-11.9%	.	-3.4%	6.3%	0.0%	-0.3%	1.9%	-0.7%	-3.3%	-2.9%	12.8%
9	CC1CCN(C(=O)CN(c2ccc3c(c2)OCO3)S(C)(=O)=O)CC1	2.5%	-0.2%	-14.4%	5.7%	0.0%	2.0%	?	-3.5%	-3.0%	0.0%	-1.7%
10	OC[C@H]1O[C@H](n2cnc3c(NC4CCCC4)nc(Cl)nc32)[C@@H](O)[C@@H]1O	14.5%	.	?	-24.5%[25.6 µM]	7.5%	0.4%	-9.4%	1.9%	-7.1%	-6.4%	-20.7%
11	Cn1cc(-c2nc3cncnc3n(CCN)c2=O)c2ccccc21	5.8%	-0.5%	-14.8%	3.7%	-0.4%[9.22 µM]	-1.0%[11.4 µM]	?	-6.1%	-10.3%	1.4%	89.9%
12	Cc1cc2ncn(C(=O)N3CCCCC3)c2cc1C	3.1%	.	-3.9%	-4.4%	-1.7%	3.2%	1.7%	-0.7%	-4.9%	-6.5%	-2.3%
13	COc1ccc(CN2C(=O)CCC2(C)C(=O)NCc2cccnc2)c(OC)c1 (centres undefined)	9.7%	-2.4%	-1.7%	0.5%	1.6%	0.5%	11.1%	0.8%	-2.7%	26.9%	1.2%
14	CC1(C)NC(=O)N(CC(O)COc2cccc(F)c2)C1=O (centres undefined)	12.0%	0.1%	-4.0%	10.0%	7.0%	2.8%	-6.1%	0.5%	-4.8%	2.9%	-4.9%
15	Cc1nc(NCc2ccccn2)c2ccccc2n1	-5.2%	0.0%[57.5 µM]	17.8%	2.2%	8.2%	-4.6%	-3.1%	-1.8%	-3.6%	-0.8%	24.8%

# Next part.
nr	Structure	HADH2 inh	HBB splice mod	ERK AVP inh	ALOX15 inhib	GFP derepression	FLuc inh	CRE Fsk mod	Hsp90 Hop PPI	DNA Pol III inh	UbGFP stabilizer	Tau fil binding
16	O=C1COc2ccc(C(=O)COC(=O)Cn3cnc4ccccc43)cc2N1	-15.1%	0.1%[57.5 µM]	-7.3%	5.3%	-1.0%	0.5%	-2.7%	-1.9%	-2.8%	-0.2%	3.2%
17	N[C@@H](C(=O)O)c1ccc(C(=O)O)cc1	1.2%&-6.9%	.	-6.0%&12.1%	-8.3%&-29.9%[25.6 µM]	-1.2%&-1.4%	1.2%&3.9%	?	-8.3%&-0.4%	-4.4%&-2.0%	-2.5%&0.0%	?
18	Oc1c(CN2CCCCC2)cc(COCc2ccccc2)c2cccnc12	-1.1%	-0.1%	5.8%	25.1%	-1.4%	-2.5%	-17.9%	2.51µM*	-9.0%	-2.2%	-11.3%
19	CCCn1c(C)nc2c(NCCCN(CCO)CCO)nc(C)nc21	18.1%	-0.5%	-12.5%	-13.5%	.	.	?	-1.2%	-3.6%	-1.8%	2.3%
20	Cc1ccccc1OCC(=O)Nc1ccccc1N1CCCCC1	-2.1%	-0.7%	42.4%[activator]	?	-1.2%	0.2%	?	?	-3.1%	2.9%	9.3%
21	CN1CCN(c2ncc3nc(-c4cccs4)c(=O)n(CCC#N)c3n2)CC1	61.1%[activator]	2.0%	-9.4%	-10.7%	0.5%[9.22 µM]	-3.6%[11.4 µM]	?	-1.0%	4.9%	-6.9%	i
22	COc1cc(C2C3C(C)N(C)C(=O)N(C)C3N(C)C(=O)N2C)ccc1O (centres undefined)	-6.3%	0.8%[57.5 µM]	-28.7%	0.9%	-1.6%	0.7%	-1.4%	-1.9%	-1.4%	9.6%	11.1%
23	O=C(N1CCOCC1)N1CCCC(c2nc(-c3cccs3)no2)C1 (centres undefined)	12.4%	.	8.6%	11.4%	0.7%	-1.3%	4.2%	-1.5%	-5.0%	-2.2%	-12.9%
24	CCCCCOC(=O)Cn1c(N2CCCCCC2)nc2c1c(=O)[nH]c(=O)n2C	4.3%	.	-11.7%	0.7%	1.9%	2.1%	5.3%	-0.1%	-4.1%	-4.7%	6.9%
25	Cc1c(C2(O)C(=O)Nc3ccc(F)cc32)c(=O)n(-c2ccccc2)n1C (centres undefined)	6.2%	1.2%	4.6%	-7.2%	-2.0%	0.4%	-1.1%	-2.1%	0.5%	3.1%	-7.0%
26	COc1ccc(-n2nnnc2S(=O)(=O)Cc2ccc(C(=O)O)cc2)cc1	-3.6%	4.1%	2.3%	-0.9%	0.1%	0.4%	?	-1.6%	-4.5%	-10.8%	3.3%
27	CCOC(=O)Cc1csc(NC(=O)c2c(-c3c(F)cccc3Cl)noc2C)n1	1.6%	-0.5%	24.1%	1.7%	0.0%	-0.1%	13.7%	?	-1.2%	-4.0%	5.6%
28	COc1cccc(-c2ccc3ncnc(NC4CC4)c3c2)c1	-7.8%	0.2%	?	?	-0.4%[9.22 µM]	-3.3%[2.29 µM]	?	-10.6%	-2.2%	-6.6%	1.4%
29	CCCn1c(-c2ccc(F)cc2)nc2c(N3CCN(Cc4nc(OC)cc(OC)n4)CC3)nc(C)nc21	-2.9%	-0.2%	-20.9%	-3.4%	.	.	7.6%	-7.1%	-1.0%	-0.8%	35.7%
30	N#Cc1ccc(CN2CCN(C(=O)c3ccccc3)CC2)c(Cl)c1	-11.2%	-0.1%[0.369 µM]	-6.8%	2.6%	-2.1%	-1.8%	?	-2.7%	-3.1%	.	-9.5%
31	Nc1nc2sc3c(c2c(=O)s1)CCCC3	-9.6%	.	-2.4%	0.794µM*	0.0%	-21.2%	?	-9.9%	-2.6%	-6.0%	18.6%
32	CC(C)(C)N1C(=O)[C@H]2[C@H]3[C@H](O)[C@H](O)C/C(=N/OCc4ccccc4)[C@H]3CC[C@@H]2C1=O	0.3%[11.4 µM]	1.1%[9.22 µM]	7.3%[11.5 µM]	-0.1%[11.4 µM]	.	1.5%[11.4 µM]	.	.	.	.	.

# These rows are one share of the data; count on the stated rates, not on these rows.
